# Screening results (PubChem BioAssay)
# LYP phosphatase: PTPN22 lymphoid phosphatase activity blockers – biochemical, fluorescence intensity, uHTS (AID 1779). recombinant LYP phosphatase, fluorescence intensity; higher % means a stronger effect. inhibition, % at 11.5 µM, or IC50 in µM where a hit was titrated. actives 0.054% (n = 290,000); in the data active = inhibition above about 50%;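 also: plate controls were vehicle with enzyme for no effect and no enzyme for full effect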
# MgcRacGAP inhibition: MgcRacGAP GTPase-activating activity inhibitors, confirmation, biochemical, ADP Hunter fluorescence. AID 624330. MgcRacGAP-stimulated Rac1 GTP hydrolysis, ADP Hunter fluorescence; higher % means a stronger effect; GST-tagged Rac1 F28L mutant substrate. actives 0.6% (n = 340,000). one-dose inhibition, % at 30 µM; IC50 in µM for titrated hits;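 active = first-screen hits whose inhibition reached a set limit at any dose in the follow-up dose series; inconclusive = inhibition above the set first-screen limit but never retested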;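 also: fluorescence reports GDP produced by GAP-driven GTP hydrolysis; strong numbers were not always called active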
# NS5 inhibitors: flavivirus cap methylation enzyme inhibition – biochemical, confirmation dose response, primary screen (AID 588689); Dengue-2 NS5 methyltransferase capping enzyme assay, biochemical; higher % means a stronger effect; one-dose inhibition, % at 25 µM; IC50 in µM for titrated hits; actives 0.3% (n = 340,000); in the data active = a potency from the dose series; inconclusive = inhibition above about 29% without an active follow-up result
# Large T inhibition: SV40 large T antigen inhibitors, biochemical (AID 1903). SV40 large T antigen ATPase/helicase inhibition assay; higher % means a stronger effect. inhibition, % at 20 µM; hits with a dose series show IC50 in µM. actives 0.39% (n = 310,000); in the data active = a potency from the dose series; inconclusive = inhibition mostly from about 32% at the one dose, without a potency; inactive = the rest, 99 in 100 with inhibition below about 32%; also: strong numbers were not always called active
# RSV CPE inhibition: RSV antiviral activity via CPE protection, HEp-2 cells, primary 10 µM value included (AID 2391); HEp-2 cells, RSV-induced CPE inhibition; higher % means a stronger effect; CPE inhibition, % at 10 µM; hits with a dose series show IC50 in µM; actives 0.13% (n = 310,000); in the data active = a potency from the dose series; inconclusive = CPE inhibition mostly from about 23% at the one dose, without a potency; inactive = the rest, 99 in 100 with CPE inhibition below about 21%; also: strong numbers were not always called active
# GPR35 arrestin U2OS: GPR35 antagonists blocking zaprinast-driven arrestin recruitment, primary screen, imaging, U2OS, beta-arrestin-GFP, zaprinast agonist (AID 2058). one-dose inhibition, % at 10 µM; IC50 in µM for titrated hits. actives 0.052% (n = 290,000). U2OS GPR35 beta-arrestin-GFP translocation imaging, zaprinast antagonism; higher % means a stronger effect;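 active = inhibition of at least 50% with at least 30 cells and total cytoplasm GFP at most 10,000,000; inconclusive = under 30 cells or total GFP of 10,000,000 plus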
# ER stress rescue: rescue of cells from ER stress-induced death, primary screen, 384-well, CSM14.1, thapsigargin, ATP luminescence (AID 1222) | CSM14.1 thapsigargin-induced death rescue, ATP luminescence; higher % means a stronger effect | one-dose cellular ATP content (survival), % at 20 µM; EC50 in µM for titrated hits | 190,000 tested, under 10 active;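 active = EC50 below 50 µM in the dose-response confirmation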;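 also: death triggered by thapsigargin at about 15 µM added after 2 h compound pretreatment; cell ATP read after overnight thapsigargin exposure of roughly 18 to 22 hours; normalized against plate controls of thapsigargin alone and 5% DMSO vehicle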
# West Nile antiviral: West Nile virus antiviral activity, cell-based, CPE readout (AID 1621). West Nile virus-infected cells, CPE inhibition; higher % means a stronger effect. one-dose CPE inhibition, % at 10 µM; IC50 in µM for titrated hits. actives 0.02% (n = 290,000); in the data active = a potency from the dose series; inconclusive = CPE inhibition mostly from about 3.7% at the one dose, without a potency; inactive = the rest, 99 in 100 with CPE inhibition below about 2.2%; also: strong numbers were not always called active
# Salmonella PhoP GFP: PhoP-dependent GFP reporter repression – Salmonella Typhimurium, primary screen (AID 1863). S. Typhimurium PhoP-regulated promoter GFP reporter, 4 h; higher % means a stronger effect. inhibition, % at 50 µM; hits with a dose series show IC50 in µM. actives 0.16% (n = 300,000);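 active = inhibition over 29.93%, a cutoff 3 SD above the screen mean, later confirmed by dose response; inconclusive = inhibition over 29.93% but no dose response follow-up; inactive = inhibition at most 29.93% or unconfirmed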;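 also: 0% = low Mg2+ inducing control and 100% = high Mg2+ repressing control; strong numbers were not always called active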
# NS5 inhibitors pilot replicate: second read-out of NS5 inhibitors, no call of its own (marks repeat the call); inhibition, %; measured here: pilot screen replicate inhibition
# Starred values were filed as active, the others as inactive; ? = inconclusive; · = not tested or not shown.
SMILES,LYP phosphatase,MgcRacGAP inhibition,NS5 inhibitors,Large T inhibition,RSV CPE inhibition,GPR35 arrestin U2OS,ER stress rescue,West Nile antiviral,Salmonella PhoP GFP,others
CC(C)C[C@H](NC(=O)c1[nH]cnc1C(=O)N[C@@H](Cc1ccccc1)C(=O)OC(C)(C)C)C(=O)OCc1ccccc1,0%,-5%,-6%,20%,1.1%,3%,·,-1.5%,6%,
CC(C)C(NC(=O)OC(C)(C)C)C(=O)N1CCCC1C(=O)NC(Cc1ccccc1)C(N)=O (centres undefined),-3%,6%,-10%,3%,0.2%,-2%,-0.7%,0.0%,-5%,
O=C(c1cc(S(=O)(=O)N2CCOCC2)ccc1F)N(CCc1ccccc1)Cc1ccccc1,·,14%,1%,1%,40%,·,·,·,-7%,
O=C1c2ccccc2S(=O)(=O)N1Cc1cc(=O)n2ccsc2n1,-8%,6%,-9%,27%,1.9%,10%,-1.6%,-0.2%,-7%,
CCOC(=O)c1sc(Nc2cccc(C)c2C)nc1C,2%,·,·,7%,4.3%,6%,-2.6%,·,6%,
CCCCCCCCCCCC(=O)N/N=C/c1ccco1,1%,7%,-4%,-10%,-0.5%,-6%,-2.2%,-0.2%,10%,NS5 inhibitors pilot replicate=0.0
Cc1cc(C)n(CCN(C)C(=O)C2CCC(=O)N(CCN3CCOCC3)C2)n1 (centres undefined),-5%,7%,4%,25%,2.3%,9%,·,0.2%,2%,
COc1cc(NC(=O)CN(C)S(=O)(=O)c2ccc3c(c2)CCC(=O)N3)cc(OC)c1,-8%,1%,-2%,4%,4.0%,7%,3.0%,0.8%,9%,
CCn1cc(/C=N\NC(=O)Cc2ccc(Cl)cc2)cn1,-4%,2%,-5%,8%,0.4%,10%,-0.7%,0.3%,-1%,
Cn1ncc(C#N)c1NC(=O)c1cc(-c2ccccc2Cl)on1,2%,2%,5%,2%,3.9%,12%,-0.7%,-0.2%,-7%,
COc1ccc(C2OCC3(CO2)SC(N)=NC3=O)cc1 (centres undefined),2%,5%,-2%,6%,0.1%,-2%,-1.6%,-0.1%,-6%,
C=C(C)CSc1nnc2n(C)c(=O)c3c4c(sc3n12)CCC4,-1%,8%,-3%,13%,7.0%,12%,5.6%,1.1%,7%,
COc1ccc(/C=N/NC(=O)CN2CCN(Cc3ccccc3)CC2)cc1Br,-4%,3%,-1%,5%,·,5%,·,-0.2%,11%,
COc1ccc(NC(=O)CSc2nnc(Cn3nnc4ccccc43)n2C)cc1,-5%,12%,-1%,2%,-0.8%,7%,5.0%,0.1%,-12%,
Cc1cn2c(nc(=O)c3cccnc32)s1,0%,7%,-3%,18%,1.0%,6%,1.1%,0.7%,20%,
CS(=O)(=O)N1CCN=C1SCc1ccc(F)cc1,-10%,-9%,-7%,17%,4.3%,3%,·,-0.1%,-5%,
COc1cc(CNC2CCCCC2OC)cc(OC)c1 (centres undefined),-7%,152µM*,5%,5%,-1.4%,-9%,-0.9%,0.4%,0%,
Cc1sc2nc3c4ccccc4c(NCc4ccco4)nn3c(=O)c2c1C,-2%,19%,30%,10%,0.7%,-14%,·,-0.3%,-3%,
CCOC(=O)NC(c1ccccc1)C1CCCCC1=O (centres undefined),-2%,2%,-6%,5%,1.5%,10%,·,1.6%,-1%,
CCOC(=O)c1[nH]c(C(=O)O)c(CCC(=O)OC)c1C,-9%,-2%,0%,0%,2.1%,11%,-2.2%,0.2%,-6%,

# Overlap with the part before: five compounds, then new ones.
SMILES,LYP phosphatase,MgcRacGAP inhibition,NS5 inhibitors,Large T inhibition,RSV CPE inhibition,GPR35 arrestin U2OS,ER stress rescue,West Nile antiviral,Salmonella PhoP GFP,others
CS(=O)(=O)N1CCN=C1SCc1ccc(F)cc1,-10%,-9%,-7%,17%,4.3%,3%,·,-0.1%,-5%,
COc1cc(CNC2CCCCC2OC)cc(OC)c1 (centres undefined),-7%,152µM*,5%,5%,-1.4%,-9%,-0.9%,0.4%,0%,
Cc1sc2nc3c4ccccc4c(NCc4ccco4)nn3c(=O)c2c1C,-2%,19%,30%,10%,0.7%,-14%,·,-0.3%,-3%,
CCOC(=O)NC(c1ccccc1)C1CCCCC1=O (centres undefined),-2%,2%,-6%,5%,1.5%,10%,·,1.6%,-1%,
CCOC(=O)c1[nH]c(C(=O)O)c(CCC(=O)OC)c1C,-9%,-2%,0%,0%,2.1%,11%,-2.2%,0.2%,-6%,
Cc1ccccc1NC(=O)CCS(=O)(=O)c1ccc(Br)cc1,-9%,6%,-4%,0%,0.5%,7%,·,-0.4%,-14%,
CCOc1ccccc1N/C(=C(/C(Cl)=C(Cl)Cl)[N+](=O)[O-])n1cncn1,1%,5%,-4%,4%,2.6%,-8%,-0.8%,-0.1%,-4%,
Nc1nc(NC(=O)CCC(=O)O)nn1-c1ccccc1,-3%,6%,-8%,16%,1.1%,1%,·,0.7%,-10%,
CCN(CC)C(=O)/C(=C/c1cccc([N+](=O)[O-])c1)NC(=O)c1ccco1,5%,6%,-3%,14%,-1.0%,-13%,-0.5%,-0.4%,-2%,
COC(=O)c1ccc(NC(=O)Cn2cnc3c(nnn3-c3cccc(OC)c3)c2=O)cc1,-4%,-13%,-5%,10%,-0.6%,-8%,4.5%,-0.1%,-3%,
Cc1ccc(-c2nnc(N3CCN(S(C)(=O)=O)CC3)c3ccccc23)cc1,-9%,-15%,-9%,11%,3.0%,-4%,-2.5%,0.4%,-7%,
O=C1NC(=O)c2cc(NC(=O)C3CCCO3)ccc21 (centres undefined),-11%,-9%,1%,4%,1.5%,8%,2.4%,?,1%,
Cn1c(SCC(=O)NNC(=O)c2ccccc2O)nnc1-c1ccccc1,-5%,7%,-6%,8%,2.3%,2%,·,-0.4%,4%,
COc1ccc(C(=O)OCC(=O)Nc2ccc(Cl)cn2)cc1,-11%,3%,-3%,7%,-0.2%,-7%,0.3%,2.0%,0%,
BrC(=C\c1ccccc1)/C=N/N1CCN(Cc2ccccc2)CC1,0%,5%,-8%,9%,12%,-18%,-2.5%,-0.4%,5%,
COc1cccc(/C=C/c2ccc3cccc(O)c3n2)c1,-3%,6%,3%,22%,8.7%,-4%,·,0.8%,7%,
O=C(c1ccccc1)c1ccc(Sc2ccc([N+](=O)[O-])cc2)cc1,-2%,5%,1%,-17%,12%,7%,·,-1.0%,-3%,
O=C(CN1CCOCC1)N1CCN(c2ccc3ccccc3n2)CC1,-3%,·,·,4%,·,-10%,-0.3%,-0.2%,-6%,
COc1ccc(CNC(=O)Nc2ccc(OC)cc2)cc1,-8%,2%,-5%,1%,0.7%,-3%,-1.6%,1.2%,-3%,
O=C(NNc1cccc(Cl)n1)c1c(Cl)cccc1Cl,0%,4%,3%,-6%,0.6%,21%,-1.3%,-0.2%,6%,NS5 inhibitors pilot replicate=0.0
O=C(COC(=O)c1cccc(Cl)c1Cl)NC1CCCC1,-6%,·,-3%,3%,0.9%,4%,·,0.7%,1%,
COc1cc(SC)ccc1C(=O)N(C)Cc1ccccc1,-12%,10%,-1%,3%,2.1%,7%,-0.7%,0.3%,-4%,
Cc1cc(C(=O)Nn2cnc3ccccc3c2=O)ccc1[N+](=O)[O-],-2%,4%,-4%,0%,0.9%,-7%,-1.2%,0.7%,-4%,
FC(F)c1nnc2c(Cl)cc(C(F)(F)F)cn12,-8%,9%,-2%,-12%,0.0%,-10%,-1.3%,0.4%,7%,
Cc1[nH]c2ccccc2c1/C=C/c1nc2ccccc2c(=O)n1CCO,-2%,10%,3%,15%,-0.4%,-7%,-3.0%,-0.6%,11%,
Cc1cc(-c2cc(-c3ccc(Cl)cc3)on2)nc(NCC2CC2)n1,-9%,7%,-13%,19%,0.6%,-9%,·,0.0%,-2%,
CCSc1nnc2ccc(-c3ccc(C)cc3)nn12,-10%,11%,-10%,2%,?,5%,·,0.9%,2%,
Cn1cnnc1SCC(=O)NNC(=O)COc1ccc(Cl)cc1,-1%,10%,-3%,4%,0.9%,4%,-0.9%,-0.1%,5%,
COc1ccc(NC(=O)CCS(=O)(=O)c2ccc3c(c2)CCN3C(C)=O)cc1,-10%,-2%,-1%,9%,2.2%,-3%,·,0.1%,-8%,
O=C(COC(=O)c1ccccc1)Nc1ccccc1N1CCOCC1,-2%,11%,-5%,5%,2.3%,4%,-4.5%,0.0%,3%,
COc1ccc(NC(=O)c2ccccc2SC)c(OC)c1,-6%,15%,-4%,9%,5.9%,-12%,-1.9%,-0.1%,-4%,
CCOc1ccc(NC(=S)N2CCC(NC(=O)c3ccccc3C)CC2)cc1,-8%,6%,-4%,-6%,1.4%,-4%,·,-0.4%,7%,
O=C(Nc1ccc(S(=O)(=O)Nc2ncccn2)cc1)c1ccccc1NS(=O)(=O)c1ccc(Cl)cc1,0%,11%,-5%,17%,0.4%,-4%,·,0.2%,5%,
COc1ccccc1NC(=O)COc1ccc2c(c1)OCO2,-8%,-1%,0%,8%,1.6%,11%,·,0.0%,3%,
Fc1cccc(Cl)c1CSc1nnc(COc2cccc3cccnc23)o1,1%,7%,-4%,7%,?,5%,0.1%,-0.1%,5%,
O=C(Oc1ccnc2cc(Cl)ccc12)N1CCCCCC1,-4%,12%,9%,8%,-2.6%,-11%,1.5%,2.8%,7%,
CCc1ccccc1NC(=O)c1cnccn1,0%,2%,1%,2%,·,-12%,0.5%,·,-2%,
CCN(CC)S(=O)(=O)c1ccc2c(c1)c(=O)c(C(=O)NCCOC)cn2C,-1%,3%,-1%,-1%,1.4%,-9%,-0.4%,15%,-2%,
O=S(=O)(Nc1cccnc1Cl)c1ccc(-c2ccccc2)cc1,-5%,11%,2%,5%,-0.4%,6%,·,-0.3%,-2%,
CC12CN3CC(C)(CN(C1)C3c1ccc3c(c1)OCO3)C2 (centres undefined),-7%,2%,4%,2%,0.1%,2%,-1.3%,1.0%,6%,
CCC(C)[C@H](NC(=O)[C@@H]1CSC2c3ccccc3C(=O)N21)C(=O)NCC1CCCO1 (some centres undefined),-12%,0%,2%,17%,-1.6%,-10%,·,-0.3%,-12%,
Clc1ccc(OCc2nnc(-c3ccccc3Br)o2)cc1,-3%,8%,-7%,3%,12%,4%,0.2%,-0.1%,0%,NS5 inhibitors pilot replicate=0.6
